FLuc counter: firefly luciferase modulation, counter-screen for miR-21 project | P08659 | purified FLuc, Km substrates, luminescence inhibition | Potency, µM (titrated, usually from 57.5 µM), for inactives: at the top dose activity change, negative = inhibition, hits mostly inhibitors | 6.9% of 360,000 active; active = well fitted inhibition curve with a large enough effect; inconclusive = small, poorly fitted or top-dose-only effect;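 note: plate controls were vehicle for no effect and reference inhibitor for full effect; nearly all actives have a fitted effect of over 55% in size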
Target sequence (P08659 whole entry, looked up): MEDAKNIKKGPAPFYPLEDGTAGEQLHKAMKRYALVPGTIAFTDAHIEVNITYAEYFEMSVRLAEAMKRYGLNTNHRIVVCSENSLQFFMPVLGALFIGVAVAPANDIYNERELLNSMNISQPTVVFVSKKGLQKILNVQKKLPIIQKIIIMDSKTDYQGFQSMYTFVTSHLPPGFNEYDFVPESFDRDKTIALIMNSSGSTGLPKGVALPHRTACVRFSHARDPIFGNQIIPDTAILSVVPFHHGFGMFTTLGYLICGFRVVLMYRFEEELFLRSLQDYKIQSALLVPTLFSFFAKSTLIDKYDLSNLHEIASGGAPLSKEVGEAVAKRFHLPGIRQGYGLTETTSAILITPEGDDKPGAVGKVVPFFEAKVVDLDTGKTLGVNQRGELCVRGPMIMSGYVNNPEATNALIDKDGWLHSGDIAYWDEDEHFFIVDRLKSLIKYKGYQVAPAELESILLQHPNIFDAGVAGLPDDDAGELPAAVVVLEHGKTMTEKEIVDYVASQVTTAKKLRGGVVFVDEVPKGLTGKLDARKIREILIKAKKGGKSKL
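Purified P. pyralis luciferase (10nM final) with 10uM D-luciferin and 10uM ATP (Km levels) in 50mM Tris acetate pH 7.5, 10mM Mg acetate, 0.01% Tween-20, 0.05% BSA; qHTS 6-point titration, ~60 µM downward; luminescence read.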
* = called active by the depositor; ? = inconclusive. Potency is the fitted concentration of half-maximal effect. An excerpt, so the mix of outcomes need not match the whole.

| SMILES | FLuc counter |
| --- | --- |
| CSc1ccc(CCNC(=O)C(C)n2nc(C)c3c(C)n(-c4ccccc4)nc3c2=O)cc1 (centres undefined) | -0.8% |
| CCOCCCn1c(SCC(=O)Nc2ccccc2Cl)nc2c(oc3ccccc32)c1=O | -0.8% |
| CCn1c(=N)c(C(=O)NCc2ccccc2)cc2c(=O)n3cc(C)ccc3nc21 | 3.0% |
| COc1ccc(-c2nc(CSCC(=O)N3CCN(c4cccc(C)c4C)CC3)c(C)o2)cc1OC | -18.3% |
| CC(C)(C)c1ccc(-c2noc(CCC(=O)Nc3cccc(Cl)c3)n2)cc1 | ? |
| CCC1CCCCN1S(=O)(=O)c1ccc(NC(=O)c2cc(=O)c3ccccc3o2)cc1 (centres undefined) | -1.9% |
| CCCNC(=O)C1CCN(c2nc3ccc(C)cc3[nH]2)CC1 | -13.2% |
| Cc1cccc(-n2c(-c3ccco3)nc3c(cnn3-c3ccccc3C)c2=O)c1 | -5.5% |
| COc1ccc(Cn2c(=O)c3oc4ccccc4c3n(Cc3ccccc3)c2=O)cc1 | 5.2% |
| CCOC(=O)c1cnc2ccc(OCC)cc2c1N1CCN(c2ccccc2F)CC1 | 0.2% |
| CCOc1ccc(-c2cc3c(=O)n(CC(=O)NCc4ccc(F)cc4)ccn3n2)cc1 | -3.4% |
| COc1ccc(CNC(=O)c2ccc3c(c2)nc2n3CCCCC2)cc1 | 16.9µM* |
| COC(=O)C1=C(CS(=O)(=O)c2cc(Cl)ccc2OC)NC(=O)NC1c1ccccc1 (centres undefined) | -0.7% |
| CCOC(=O)c1c(NC(=O)c2cc3nc(-c4ccc(OC)cc4)cc(C(F)(F)F)n3n2)sc(C)c1C | -0.8% |
| CNc1c(NC(=O)c2ccc(OC)c(OC)c2)c(=O)oc2ccccc12 | 5.5% |
| COc1cccc(C(=O)NCCc2csc(-c3cccc(F)c3)n2)c1OC | ? |
| CC(C)Oc1ccc(CNC(=O)c2cc3cccc4c3n2CC(C)S4)cc1 (centres undefined) | -3.0% |
| Cc1cccc(Cn2cccc2CNS(=O)(=O)c2ccccc2F)c1 | 2.6% |
| CN(C)c1ccc(CNC(=O)c2ccc(NC(=O)N3CCCCc4ccccc43)cc2)cc1 | -5.1% |
| Cc1ccc2c(c1)N(C(=O)N1CCC(C(=O)NC3CCCCCC3)CC1)CC(C)O2 (centres undefined) | 6.6% |
| Cc1cccc(CC(=O)NC2CC(=O)N(c3ccccc3)C2)c1 (centres undefined) | 0.3% |
| Cc1ccc2[nH]c3c(=O)n(CC(=O)N(CCN(C)C)Cc4ccccc4)ncc3c2c1 | -3.5% |
| CCOC(=O)c1ccc(OC(=O)c2cn(-c3ccc(C)cc3)c(=O)c3ccccc23)cc1 | -1.4% |
| CC(=O)N1CCc2c(sc3c2c(=O)n(CCc2ccccc2)c(=O)n3CC(=O)Nc2ccc(C)c(F)c2)C1 | 1.4% |
| O=C(CCNS(=O)(=O)c1cccc2nsnc12)Nc1ccc(F)cc1 | 0.3% |
| COc1ccc(C2c3c(n(C)c4ccccc34)C(=O)N2CC(=O)Nc2ccccc2F)cc1 (centres undefined) | -7.2% |
| Cn1cnc(S(=O)(=O)N2CCC(C(=O)N3CCN(c4ccccc4F)CC3)CC2)c1 | -0.6% |
| CC(C)(C)C1CCc2c(sc(NC(=O)c3ccccc3F)c2C(=O)N2CCCCC2)C1 (centres undefined) | 0.0% |
| Cc1ccc(NC(=O)C2CCCN2S(=O)(=O)c2cccc3nsnc23)cc1Cl (centres undefined) | 6.6% |
| COc1ccc(CNC(=O)c2ccc(Cn3c(=O)c4cccn4c4cccnc43)cc2)cc1OC | -10.7% |
| COc1ccc(CNC(=O)c2ccc3c(c2)N(Cc2ccccc2)C(=O)c2ccccc2S3(=O)=O)cc1 | -0.8% |
| CCC1CCCCN1C(=O)CSc1nc(-c2ccc(OC)c(OC)c2)cc(C(F)(F)F)n1 (centres undefined) | -4.8% |
| CCc1ccc(S(=O)(=O)c2nnn3c2nc(Nc2ccc(F)cc2)c2cc(Cl)ccc23)cc1 | -2.1% |
| COc1ccc(Cl)cc1-n1nnc(-c2nsc(NC(=O)c3ccccc3Cl)n2)c1C | ? |
| Cc1ccc(NC(=O)CSc2nc(=O)n(Cc3ccco3)c3c2CCC3)cc1F | -13.8% |
| CCc1c(C)sc2c1CCN(C(=O)Nc1cc(OC)c(OC)c(OC)c1)C2c1ccccc1 (centres undefined) | 3.3% |
| CC1=C(C(=O)Nc2cccnc2)C(c2cccc(F)c2)n2nc(SCc3ccccc3)nc2N1 (centres undefined) | 0.3% |
| Cc1cccc(Cn2c(SCc3ccc(C(=O)N4CCC(C)CC4)cc3)nc3ccncc32)c1 | ? |
| CCOc1ccc(OCC(=O)Nc2ccc(S(=O)(=O)Nc3cc(C)on3)cc2)cc1 | ? |
| Cc1cc(N2CCCCC2)nc2ccc(NC(=O)CCC(=O)N3CCN(c4ccccc4)CC3)cc12 | 9.53µM* |
| COc1ccc(C(=O)Nc2nnc(S(=O)(=O)N(CC(C)C)c3ccccc3)s2)cc1 | ? |
| Cc1nc(-c2ccc(C)c(S(=O)(=O)N3CCC(C(=O)NCc4ccc(Cl)cc4)CC3)c2)no1 | -0.6% |
| O=S(=O)(NCCc1csc2nc(-c3ccccc3)nn12)c1cc(F)ccc1F | -3.3% |
| Cc1ccc(Cl)cc1NC(=O)CN1C(=O)CSc2ccc(S(=O)(=O)N3CCCC3)cc21 | 4.5% |
| Cc1ccc(Cl)cc1NC(=O)CCC(=O)N1CC(C)Sc2ccccc21 (centres undefined) | -4.5% |
| COc1cc(NC(=O)CCCc2nnc3n(CC(C)C)c(=O)c4sccc4n23)cc(OC)c1 | 2.5% |
| CCOC(=O)COc1ccccc1C1C(C(=O)OC)=C(C)NC2=C1C(=O)c1ccccc12 (centres undefined) | ? |
| Cc1ccc(NC(=O)C(=O)NCCCN2CCOCC2)cc1C | 6.7% |
| Cn1c(=O)[nH]c2cc(-c3noc(-c4ccc(Br)cc4)n3)ccc21 | -5.3% |
| Cc1ccc(-c2cc3nccc(-c4cc([N+](=O)[O-])ccc4O)n3n2)cc1 | ? |

Carrying on.
| SMILES | FLuc counter |
| --- | --- |
| CCOC(=O)CC(NC(=O)CCc1c(C)nc2cc(-c3ccccc3)nn2c1C)c1ccc(C)cc1 (centres undefined) | -20.1% |
| Cc1ccc(NC(=O)Cn2c(=O)ccc3cc(S(=O)(=O)N4CCC(C)CC4)ccc32)cc1Cl | -6.5% |
| CCOC(=O)COc1ccc(F)cc1C(=O)c1ccn2nc(-c3ccc(Cl)cc3)cc2n1 | -1.7% |
| N#C/C(=C\c1ccc(Cl)cc1)c1nc(-c2cc3c(ccc4ccccc43)oc2=O)cs1 | -1.1% |
| CN(C)c1ccc(C(CNC(=O)c2cccc(C(F)(F)F)c2)N2CCCC2)cc1 (centres undefined) | -2.0% |
| CC(=O)Nc1cccc(-c2nnc(SCC(=O)c3ccc([N+](=O)[O-])cc3)o2)c1 | 2.9% |
| CCCN1C(=O)C(O)(CC(=O)c2ccc(CC)cc2)c2ccccc21 (centres undefined) | 3.0% |
| COc1cccc(CNc2nc3ccccc3c3nc(-c4cccc(C)c4)nn23)c1 | ? |
| Cc1ccc(Cl)cc1-n1c(SCC(=O)NCc2ccccc2)nc2n[nH]c(C)c2c1=N | -2.1% |
| Cc1ccc(-c2cc(NC(=O)c3cccc(C)c3)on2)cc1 | -14.4% |
| Cc1ccc(-n2ncc3c(N4CCN(c5ccccc5)CC4)ncnc32)cc1C | 1.0% |
| COc1ccc(NC(=O)CSc2nnc3c(C)cc4ccccc4n23)cc1 | 0.6% |
| COc1ccc(CCN2CCC(CNC(=O)c3cnn(-c4ccccc4)c3C3CCN(C(=O)OC(C)(C)C)CC3)CC2)cc1 | 0.0% |
| CCCCN(CC)C(=O)Cn1c(=O)n(-c2ccc(OCC)cc2)c(=O)c2c3c(sc21)CCCC3 | -9.5% |
| CCCC(=O)NCCc1nc2ccccc2n1Cc1c(F)cccc1Cl | -1.8% |
| CCCn1cc(S(=O)(=O)c2cc(C)ccc2C)c(=O)c2cc(F)c(N3CCN(CC)CC3)cc21 | -3.7% |
| O=C(NCc1ccc(Cl)cc1)c1ccc2c(c1)nnn2C1CCCC1 | -2.3% |
| COc1ccc(NS(=O)(=O)c2ccc(-c3cnc(C4CC4)o3)cc2)cc1Cl | -4.3% |
| CN(C)c1ccc(C(CNC(=O)c2ccc(C(C)(C)C)cc2)N2CCOCC2)cc1 (centres undefined) | 4.6% |
| COCCCN1C(=O)c2ccccc2CC1(C)C(=O)NC1CCCCC1 (centres undefined) | -0.7% |
| COc1ccc(C(=O)N(Cc2cc(OC)c(OC)c(OC)c2)c2ccccn2)cc1 | 6.3% |
| CCOC(=O)N1CCc2c(sc(NCc3cc(OC)c(OC)cc3OC)c2C(=O)Nc2ccc(OCC)cc2)C1 | ? |
| Cc1cc(C)c(Cn2c(C(O)c3ccccc3)nc3ccccc32)c(C)c1 (centres undefined) | 3.5% |
| Cc1cccc(-c2nc(C(N)=O)c3c(n2)n(-c2ccc4c(c2)OCO4)c(=O)n3C)c1 | 0.0% |
| CCC(=O)N1CCc2cc(CNC(=O)Cc3ccc(OC)c(OC)c3)ccc21 | 2.4% |
| CCCn1c(SCC(O)c2ccccc2)nc2ccccc21 (centres undefined) | -0.4% |
| COc1ccc(Nc2cc(C(=O)NCc3ccccc3)c3ccccc3n2)c(OC)c1 | 8.49µM* |
| Cc1cccc(N2CCN(C(=O)c3cccc(-n4c(C)nc5cccnc54)c3)CC2C)c1 (centres undefined) | -5.6% |
| O=C(NCc1cccs1)c1ccc(CSc2nc3ccncc3n2Cc2ccccc2)cc1 | -16.2% |
| CCNC(=O)CC1C(=O)N(c2ccc(F)cc2)C(=O)N1CCOC (centres undefined) | 0.5% |
| Cc1cccc(N2CCN(c3nc4ccccc4c4nc(-c5cccnc5)nn34)CC2)c1C | -1.1% |
| CCOc1ccc(C(=O)c2cn(CC(=O)Nc3cccc(OC)c3)c3cc4c(cc3c2=O)OCCO4)cc1 | 7.2% |
| Cc1cc(-c2ccc(C)c(S(=O)(=O)NC(c3cccs3)C(C)C)c2)on1 (centres undefined) | -13.4% |
| O=C(NNc1ncnc2c1cnn2-c1ccccc1)c1cccc(Cl)c1 | ? |
| Cn1nc(-c2ccccc2F)c2cc(C(=O)N3CCN(c4ccc(F)cc4)CC3)sc21 | -5.2% |
| CCN(CC)CCn1c(=N)n(CC(O)COc2ccccc2C)c2ccccc21 (centres undefined) | 1.6% |
| O=C(C1CCC1)N1CCc2cc(S(=O)(=O)NCc3ccc(F)cc3)ccc21 | -1.1% |
| CCc1cccc(C)c1NC(=O)C1CCN(S(=O)(=O)Cc2ccccc2)CC1 | ? |
| Cc1c(C(=O)NCc2ccc(Cl)cc2)sc2nc3n(c(=O)c12)CCC3 | -10.6% |
| COc1ccc(C(=O)N2CCC(c3c[nH]c4ccccc34)(c3c[nH]c4ccccc34)CC2)cc1 | -0.1% |
| CCN(CC)S(=O)(=O)c1ccc2nc(NC(=O)c3ccccc3OC)sc2c1 | 0.0% |
| CCCCc1ccc(-n2nc3ccc(NC(=O)c4cc5ccccc5o4)cc3n2)cc1 | 0.7% |
| COc1cc(-c2ccno2)ccc1S(=O)(=O)N1CCN(c2cc(C)ccc2C)CC1 | -1.1% |
| CN(C(=O)CSc1nc2ccc(NC(=O)COc3ccccc3)cc2s1)c1ccccc1 | -14.5% |
| CC(C)(C)c1ccc(C(=O)Nc2ccc3c(c2)CCCN3C(=O)c2cccs2)cc1 | -13.7% |
| CCCN(C(=O)c1cc2c(Cl)nc3ccccc3c2s1)c1cccc(C)c1 | -12.0% |
| COc1ccc(OC)c(CNC(=O)CCCn2nc(C)c3c(C)n(-c4ccc(C)cc4)nc3c2=O)c1 | -15.0% |
| CCCc1nn2c(=O)cc(COC(=O)c3ccccc3NC(=O)COc3ccccc3)nc2s1 | ? |
| COc1ccc(NC(=O)C(C)Sc2cc(-c3ccccc3)nc(C)n2)cc1Cl (centres undefined) | 0.8% |
| Cc1ccc(NC(=O)C2CCC(CNS(=O)(=O)c3cccc4nsnc34)CC2)c(C)c1 (centres undefined) | -1.1% |
| O=C(Cn1c(=O)n(-c2ccccc2)c(=O)c2sc3ccccc3c21)N1CCCC1 | 6.0% |

Not a retest: entries from further up.
| SMILES | FLuc counter |
| --- | --- |
| O=C(NNc1ncnc2c1cnn2-c1ccccc1)c1cccc(Cl)c1 | ? |
| Cn1nc(-c2ccccc2F)c2cc(C(=O)N3CCN(c4ccc(F)cc4)CC3)sc21 | -5.2% |
| CCN(CC)CCn1c(=N)n(CC(O)COc2ccccc2C)c2ccccc21 (centres undefined) | 1.6% |
| O=C(C1CCC1)N1CCc2cc(S(=O)(=O)NCc3ccc(F)cc3)ccc21 | -1.1% |
| CCc1cccc(C)c1NC(=O)C1CCN(S(=O)(=O)Cc2ccccc2)CC1 | ? |
| Cc1c(C(=O)NCc2ccc(Cl)cc2)sc2nc3n(c(=O)c12)CCC3 | -10.6% |
| COc1ccc(C(=O)N2CCC(c3c[nH]c4ccccc34)(c3c[nH]c4ccccc34)CC2)cc1 | -0.1% |
| CCN(CC)S(=O)(=O)c1ccc2nc(NC(=O)c3ccccc3OC)sc2c1 | 0.0% |
| CCCCc1ccc(-n2nc3ccc(NC(=O)c4cc5ccccc5o4)cc3n2)cc1 | 0.7% |
| COc1cc(-c2ccno2)ccc1S(=O)(=O)N1CCN(c2cc(C)ccc2C)CC1 | -1.1% |
| CN(C(=O)CSc1nc2ccc(NC(=O)COc3ccccc3)cc2s1)c1ccccc1 | -14.5% |
| CC(C)(C)c1ccc(C(=O)Nc2ccc3c(c2)CCCN3C(=O)c2cccs2)cc1 | -13.7% |
| CCCN(C(=O)c1cc2c(Cl)nc3ccccc3c2s1)c1cccc(C)c1 | -12.0% |
| COc1ccc(OC)c(CNC(=O)CCCn2nc(C)c3c(C)n(-c4ccc(C)cc4)nc3c2=O)c1 | -15.0% |
| CCCc1nn2c(=O)cc(COC(=O)c3ccccc3NC(=O)COc3ccccc3)nc2s1 | ? |
